# High-throughput results: PubChem BioAssay, several laboratories
# SUMO HTRF inh: inhibitors of in vitro SUMOylation cascade, primary screen, biochemical, HTRF, uHTS; AID 2006, 2009; 290,000 tested, 0.36% active; inhibition, % at 35 µM; SUMO-conjugating enzyme UBC9 (Homo sapiens), P63279; HTRF SUMOylation assay, SAE1/SAE2 + UBC9; in the data active means inhibition above about 50%, passing the limit was not always enough; further: strong numbers were not always called active
# Target sequence (P63279 whole entry, looked up): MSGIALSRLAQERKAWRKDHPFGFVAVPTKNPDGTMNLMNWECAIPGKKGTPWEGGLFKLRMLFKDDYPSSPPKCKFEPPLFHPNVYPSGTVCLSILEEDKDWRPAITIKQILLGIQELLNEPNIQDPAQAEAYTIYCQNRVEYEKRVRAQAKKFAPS
# CRFBP-R2 block: antagonists of CRF-BP/CRF-R2 complex, primary screen, cell-based, HEK293, calcium dye fluorescence, uHTS; CRF-induced calcium fluorescence; inhibition, % at 11.8 µM; 350,000 tested, 0.59% active;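 active means inhibition of the ligand-induced calcium signal above about 50% at the single tested concentration, limit read from the data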
# MEKK2 WT-MEK5: modulators of MEK5 binding to wildtype MEKK2, primary screen, biochemical, multiplex bead flow cytometry, Alexa488-MEK5; Mitogen-activated protein kinase kinase kinase 2 (Homo sapiens), Q9Y2U5; Alexa488-MEK5 binding to MEKK2 WT; actives lie on both sides; binding response (% of control), % at 10 µM; 290,000 tested, 1.1% active; AID 1531, 2009; in the data active means binding response below about 67% or above about 130%
# MEKK2 mut-MEK5: MEK5 binding signal on mutant MEKK2 PB1, primary screen, biochemical, multiplex bead flow cytometry, Alexa488-MEK5; percent response, % at 10 µM; 290,000 tested, 0.35% active; Alexa488-MEK5 binding to MEKK2 mutant; in the data active means percent response above about 24%, passing the limit was not always enough; further: inactives centre near 1; some results filed as inactive read as strong as hits; reference of the scale not given here
# NS3 helicase inh: inhibitors of HCV NS3 helicase, primary screen, biochemical, Cy5 molecular beacon fluorescence | inhibition, % at 10.9 µM | NS3 helicase DNA unwinding | 290,000 tested, 0.56% active;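 active means inhibition above the mean of all tested compounds plus 3 SD, set per campaign, cut at about 35% in these data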;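 further: 0% = DMSO wells and 100% = thioflavine S control wells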
#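 Test system: hepatitis C virus NS3 helicase domain fragment enzyme. Also added: annealed dual-labelled DNA beacon duplex, ATP-started. Timing: 60 min unwinding reaction at 25 °C after ATP addition. Technique: Cy5 fluorescence. Measure: % inhibition of unwinding.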
# GalR3 antag: GalR3 antagonists in HEK293 cells, primary screen, cell-based, fluorescence readout; HEK293 GalR3-CNG cAMP membrane potential fluorescence; galR3 body fused to GalR1 C-terminus; inhibition, % at 3 µM; 360,000 tested, 0.44% active; AID 651719, 2012;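 active means inhibition above the screen-wide average plus 3 SD, cut at about 13% in these data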;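 further: forskolin and galanin both at EC90 stimulate the cells; cAMP rise reported by CNG channel membrane potential dye signal; 0% = forskolin plus galanin with DMSO and 100% = forskolin alone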
# Target sequence (O60755 1-299 limits assumed): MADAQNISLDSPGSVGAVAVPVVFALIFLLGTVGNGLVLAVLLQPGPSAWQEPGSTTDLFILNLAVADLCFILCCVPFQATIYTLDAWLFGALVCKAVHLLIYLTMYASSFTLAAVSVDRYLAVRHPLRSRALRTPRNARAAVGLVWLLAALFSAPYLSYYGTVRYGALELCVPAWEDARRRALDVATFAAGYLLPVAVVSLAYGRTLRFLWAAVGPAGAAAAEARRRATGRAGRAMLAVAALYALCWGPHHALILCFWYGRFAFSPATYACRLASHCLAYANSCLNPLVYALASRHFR
# CRFR2-BP ag: agonists of CRF-BP/CRF-R2 complex, primary screen, cell-based, HEK293, calcium dye fluorescence, uHTS; activation, % at 13.2 µM; AID 588473, 2011; calcium dye fluorescence (FLIPR); percent of saturating CRF peptide response; 350,000 tested, 0.46% active;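 active means activation of at least 50%, plus an integration ratio under a set limit after plate pattern correction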;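 further: plate controls were neutral control wells without compound for no effect and CRF at EC100 for full effect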
# MEKK3 PB1 HTS: modulators of MEKK3-MEK5 PB1 binding, primary screen, biochemical, wildtype MEKK3, multiplex bead flow cytometry, Alexa488-MEK5. Mitogen-activated protein kinase kinase kinase 3 (Homo sapiens), Q99759. bead-based flow cytometry, Alexa488-MEK5 binding to MEKK3; actives lie on both sides; 0 = blocked by unlabeled MEK5, 100 = vehicle. binding response (% of control), % at 10 µM. 290,000 tested, 1.4% active. AID 1529, 2009;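 active means binding response more than 3 SD above or below the average of its plate-row segment, actives on both sides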;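 further: Alexa488 bead fluorescence after subtracting the streptavidin-only scavenger bead signal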
# Target sequence (Q99759 whole entry, looked up): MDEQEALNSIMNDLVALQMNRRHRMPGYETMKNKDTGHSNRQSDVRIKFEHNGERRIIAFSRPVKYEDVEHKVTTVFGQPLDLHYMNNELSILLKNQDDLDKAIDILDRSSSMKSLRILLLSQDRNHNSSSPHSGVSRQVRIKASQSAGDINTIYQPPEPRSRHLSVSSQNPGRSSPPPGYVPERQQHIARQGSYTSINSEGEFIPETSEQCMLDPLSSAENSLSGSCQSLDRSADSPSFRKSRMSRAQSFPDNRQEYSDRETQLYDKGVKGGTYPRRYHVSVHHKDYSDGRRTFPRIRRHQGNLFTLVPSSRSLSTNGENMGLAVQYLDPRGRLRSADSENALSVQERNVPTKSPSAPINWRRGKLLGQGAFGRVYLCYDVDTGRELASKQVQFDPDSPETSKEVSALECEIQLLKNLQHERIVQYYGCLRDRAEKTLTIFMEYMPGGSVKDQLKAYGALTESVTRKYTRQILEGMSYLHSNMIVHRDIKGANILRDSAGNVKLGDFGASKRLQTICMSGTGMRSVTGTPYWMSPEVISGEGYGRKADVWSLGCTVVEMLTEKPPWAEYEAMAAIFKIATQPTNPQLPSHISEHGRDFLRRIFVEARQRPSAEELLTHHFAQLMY
# FID counter: compounds displacing fluorescent DNA intercalator, primary screen, artefact control for HCV NS3 helicase inhibitor project, biochemical, FID fluorescence | 290,000 tested, 0.17% active | DNA fluorescent intercalator displacement | inhibition, % at 7.9 µM; in the data active means inhibition above about 37%;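 further: 0% = vehicle and 100% = reference compound; higher means more ethidium bromide displaced from hairpin DNA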
# * hit, by the source's call; x = no result given; & = joins results of further samples. These rows are one share of the data; rates above refer to the full screens.
SMILES,SUMO HTRF inh,CRFBP-R2 block,MEKK2 WT-MEK5,MEKK2 mut-MEK5,NS3 helicase inh,GalR3 antag,CRFR2-BP ag,MEKK3 PB1 HTS,FID counter
CCN(CC)c1ccc(C(=O)OCC(=O)Nc2cc3oc4ccccc4c3cc2OC)cc1,8,-12,93,7,-14,-3,-1.9,100,-3
Cc1cc(C)c2[nH]c(=O)c(CN(Cc3cccs3)C(=S)NCc3ccco3)cc2c1,7,-27,107,-1,5,8,0.6,102,-17
O=C(CN(Cc1ccc2c(c1)OCO2)C(=O)CNS(=O)(=O)c1ccccc1)NCC1CCCO1 (stereo not drawn),-42,3,101,2,-4,1,-0.8,99,-4
CCOC(=O)C1CCN(c2cc(C)nc3cc(-c4cccc(F)c4)nn23)CC1,2,-42,101,4,-6,-5,-1.9,105,-1
Cc1cc(C)nc(SCC(=O)Nc2ccc(S(=O)(=O)N3CCCCC3)cc2)n1,0,1,101,0,3,-6,0.3,102,-13
COc1cccc(-c2noc(CCC(=O)NC3CCCC3)n2)c1,1,-6,100,1,0,-3,-0.3,99,-26
Nc1c(C(=O)Nc2ccccc2Cl)nnn1-c1ccc2c(c1)OCCO2,11,-4,92,-6,-8,-10,0.6,98,-5
O=C(Cn1nnc(-c2ccccc2)n1)N/N=C/c1cc([N+](=O)[O-])c(Cl)cc1Cl,-4,-8,99,-1,1,-2,1.7,96,-2
COc1cc2nc(NC(=O)c3ccccc3)[nH]c(=O)c2cc1OC,-10,-5,107,4,5,-7,-4.4,100,-4
CC(=O)C1=C(O)C(=O)N(c2cccc(C(=O)O)c2)C1c1ccccc1F (stereo not drawn),6,-12,111,16,5,1,1.2,99,-1
Cc1ccc(C(=O)Nc2nnc(CC(=O)N/N=C/c3ccc(O)c(O)c3)s2)cc1,x,-42,91,-9,16,-5,0.6,97,-18
Cc1ccccc1C(=O)Nc1cccc(C(=O)N/N=C/c2ccccn2)c1,12,-4,99,1,-19,-7,-0.7,96,-15
CC(C)Oc1ccc(C(=O)NC2(C(F)(F)F)NC(=O)N(CCCc3ccccc3)C2=O)cc1 (stereo not drawn),-30,-31,103,2,-3,-3,-0.1,107,-18
CC(C)CC1NC2(C(=O)N(C)c3ccccc32)C2C(=O)N(C(C)C)C(=O)C12 (stereo not drawn),2,-3,114,14,2,-2,0.6,111,-5
COc1ccc(NC(=O)CN(CC(=O)Nc2ccc(OC)cc2)C(C)(C)CO)cc1,-7,4,106,9,-13,-8,-1.6,105,-26
CCO[C@H]1OC(C(=O)N2CCN(Cc3ccc4c(c3)OCO4)CC2)=C[C@@H](C2CC2)[C@@H]1CCCO,0,-7,90,3,7,-3,0.2,90,-36
Clc1ccc(CNC2CCCC2)cc1,13,12,115,8,0,-3,5.4,120,4
O=C(O)CCSc1ccc2ccccc2n1,26&8,12&5,104&104,5&2,2&5,-3,-1.6&-0.2,102&104,-3&-4
COc1cc(/C=C(/C#N)c2ccc(F)cc2)ccc1OCc1ccc(C(=O)O)o1,23,13,96,0,13,-4,-1.3,100,-21
O=C(c1ccco1)N1CCN(C(=O)C2CCCc3c2[nH]c2ccc(Cl)cc32)CC1 (stereo not drawn),-3,-10,101,6,0,-5,-0.6,98,-32
O=[N+]([O-])c1ccc(S(=O)(=O)CC(CN2CCCCC2)N2CCCCC2)cc1 (stereo not drawn),-23,11,78,-8,6,-2,0.3,59,5
CCOc1ccc2nc(NC(=O)CN3CCN(CC)CC3)sc2c1,14,8,106,2,-9,-12,-2.2,103,9
Cn1c(Cl)nc2c1c(=O)n(Cc1cccc(Br)c1)c(=O)n2C,25,-2,99,0,3,-8,-1.1,104,-6
CCCC(=O)Nc1nnc(SCC(=O)Nc2ccc3c(c2)OCO3)s1,13,6,95,-7,5,0,2.0,96,2
Cc1c(C(=O)Nc2cccc([N+](=O)[O-])c2)sc2ncn(CC(=O)N3CCOCC3)c(=O)c12,-2,87*,90,-4,3,4,1.8,93,11

# Additional structures.
SMILES,SUMO HTRF inh,CRFBP-R2 block,MEKK2 WT-MEK5,MEKK2 mut-MEK5,NS3 helicase inh,GalR3 antag,CRFR2-BP ag,MEKK3 PB1 HTS,FID counter
CCOc1ncccc1C(=O)OCC(=O)c1cccs1,19,16,104,1,6,-1,0.1,96,-4
CC(=O)NS(=O)(=O)c1ccc(NC(=O)COc2ccc(C(=O)c3ccccc3)cc2)cc1,6,6,98,-1,23,-2,-1.4,114,-35
CC(=O)Nc1cc(C(=O)OCC(=O)c2ccccc2)ccc1C,-9,-1,108,-1,9,-10,-3.0,104,-8
CCOCCCn1c(=NC(=O)c2cccnc2)c(C(=O)OCC)cc2c(=O)n3ccccc3nc21,35,-16&-2,102,4,6,-1&2,-0.9&-2.7,98,-23
Cc1sc2nc(CSc3n[nH]c(N)n3)[nH]c(=O)c2c1C,4,14,99,-2,4,-5,1.9,106,2
Cc1c(O)ccc2c(-c3ccccc3)cc(=O)oc12,26,7,109,11,4,-8,35,110,-4
CCc1cc(=O)oc2c(C)c(O[C@@H]3O[C@H](CO)[C@@H](O)[C@H](O)[C@H]3O)ccc12,22,-5,101,6,-5,-12,1.5,107,-3
COc1ccccc1N1CCN(Cc2ccsc2)CC1,20,5,104,6,4,-3,0.1,103,10
Cc1ccc(-n2c(C)cc(/C=C3\SC(=O)NC3=O)c2C)cc1,15,-62,99,-3,1,-8,-14,95,-15
CC(C)CCOC(=O)C1C(c2ccccc2)C(C(=O)O)C1c1ccccc1 (stereo not drawn),5,-18,92,-3,25,-4,0.5,98,-36
CCOC(=O)C1=C(CN2c3ccccc3CC2C)NC(=O)NC1c1ccccc1 (stereo not drawn),-23,-41,99,2,-10,0,-3.1,102,-16
FC(F)(F)COc1ccc(-c2nnc(SCc3ccccc3)o2)cn1,1,15,104,0,-10,-3,-0.5,105,-2
CSc1ncccc1C(=O)OCC(=O)Nc1cc(C(F)(F)F)ccc1N1CCOCC1,2,-6,104,2,0,-9,0.0,105,-5
S=c1[nH]c2ccccc2n2c(=S)[nH]nc12,-14,55*,102,6,7,-6,5.7,96,-11
NC(=O)CCn1c(=O)oc2ccccc21,-17,33,102,-3,-2,0,-1.4,102,0
CN(C)c1ccc(N2C(=NC(=O)c3ccccc3)SC3CS(=O)(=O)CC32)cc1 (stereo not drawn),x,12,101,2,6,0,-0.1,100,-28
COc1ccc(-c2nc(N)ncc2-c2ccccc2OC)c(O)c1,-4,-13,105,5,8,-7,1.6,103,-20
COc1cc2ccccc2cc1C(=O)NC(=S)Nc1cc(C(=O)O)ccc1C,33,21,110,0,11,-4,-1.8,129*,-6
COCCCn1c(=O)c2sccc2n(Cc2cc(C(=O)OC)ccc2OC)c1=O,9,16,104,4,-5,-10,0.5,103,-36
O=C(NNC(=O)c1cc(-c2ccco2)nc2ccccc12)c1ccccc1,41,-3,104,15,3,0,-2.6,102,-9
CCCN(CC1CC1)C(=O)CSc1ncnc2sc(C)c(C)c12,-6,-4,91,-10,-11,-5,0.6,97,-26
O=C(NCc1ccco1)c1cc(C(=O)C2CCCCC2)c[nH]1,-28,-14,103,0,-14,-6,-0.5,102,-12
COc1cccc(/C=C2/C(=O)NN(c3ccc(C)c(C)c3)C2=O)c1,-1,-6,110,11,0,-9,12,104,-23
COc1ccc(N2C(=O)/C(=C/c3ccc([N+](=O)[O-])cc3)N=C2C)c(OC)c1,11,22,91,6,7,1,-1.6,105,3
CCCCCN=C(C)c1c(O)c2ccccc2oc1=O,-2,10,100,4,0,0,-2.6,100,-3

# Ordered by SMILES length (descending): 3 of the compounds above
SMILES,SUMO HTRF inh,CRFBP-R2 block,MEKK2 WT-MEK5,MEKK2 mut-MEK5,NS3 helicase inh,GalR3 antag,CRFR2-BP ag,MEKK3 PB1 HTS,FID counter
O=C(c1ccco1)N1CCN(C(=O)C2CCCc3c2[nH]c2ccc(Cl)cc32)CC1 (stereo not drawn),-3,-10,101,6,0,-5,-0.6,98,-32
FC(F)(F)COc1ccc(-c2nnc(SCc3ccccc3)o2)cn1,1,15,104,0,-10,-3,-0.5,105,-2
COc1cccc(-c2noc(CCC(=O)NC3CCCC3)n2)c1,1,-6,100,1,0,-3,-0.3,99,-26

# Continuation.
SMILES,SUMO HTRF inh,CRFBP-R2 block,MEKK2 WT-MEK5,MEKK2 mut-MEK5,NS3 helicase inh,GalR3 antag,CRFR2-BP ag,MEKK3 PB1 HTS,FID counter
O=C(CCCN1C(=O)c2ccccc2C1=O)OC1CSCC1NC(=O)c1ccccc1 (stereo not drawn),-12,6,98,-6,-3,-5,-1.4,88,-7
CN(CC(=O)NC1CCCCCC1)S(=O)(=O)c1ccc2c(c1)n(C)c(=O)c(=O)n2C,-1,3,96,-5,0,0,1.1,93,-3
COc1cccc(C(=O)/C=C/Nc2ccc(S(=O)(=O)Nc3nc(C)cc(C)n3)cc2)c1,10,-2,101,-1,9,3,-2.3,99,-11
CS(=O)(=O)N1CCc2cc(S(=O)(=O)Nc3ccc4c(c3)OCCO4)ccc21,1,-2,95,-3,-11,-3,4.2,98,-4
CCOc1ccccc1Nc1ccc(C(=O)O)cc1[N+](=O)[O-],8,20,94,-4,7,1,-0.6,100,-4
O=C(NC1CCCC1)C(c1ccncc1)N(Cc1ccccc1)C(=O)c1ccc(-c2ccccc2)[nH]1 (stereo not drawn),-25,-25,93,2,-12,2,2.3,94,-13
COc1ccc([N+](=O)[O-])cc1NC(=O)C1(c2ccccc2)CCOCC1,-6,-4,96,-2,7,2,0.9,98,-6
O=C(c1cccnc1)N(Cc1ccccc1)c1ccccc1,-13,2,104,2,-1,x,-1.9,103,-10
CCn1c(CNC(=O)c2cccs2)nnc1SCC(=O)Nc1ccc(Cl)cc1,0,-25,110,0,-6,-2,-0.1,128*,-15
CCC(=O)N1CCc2cc(S(=O)(=O)NCCC(=O)NCc3ccccc3OC)ccc21,x,10,95,-5,6,1,-0.6,96,-29
Cc1ccc(CNC(=O)c2ccc3c(c2)S(=O)(=O)c2ccccc2C3=O)cc1,x,5,111,6,x,-5,-0.7,108,x
O=c1[nH]c2ccccc2nc1/C=C(\O)c1cccs1,3,-195,88,-8,6,-2,224*,108,0
O=C(Oc1ccnc2cc(Cl)ccc12)N1CCOCC1,0,2,100,3,-3,5,0.6,102,-3
O=C(C1CCC(=O)N(C2CC2)C1)N1CCC(Oc2ccccc2F)CC1 (stereo not drawn),-5,-1,106,0,0,-3,-0.3,101,-10
CC(C)CNC(=O)NC1(C(F)(F)F)Oc2ccccc2O1,8,3,78,-15,2,-3,0.1,85,-3
O=C(CN1CCOCC1)N1CCCc2c1c(=O)oc1ccc(OCc3ccccc3)cc21,24,-23,94,-4,-7,-3,-3.8,95,-28
CC(C)C1COS(=O)(=O)NC1CC(=O)SC(C)(C)C (stereo not drawn),18,2,108,0,9,-4,2.5,106,-13
CCC(=O)Nc1nc2ccc(NC(C)=O)cc2s1,-6,-4,109,-4,-7,0,0.6,100,4
CCOC(=O)C1(Cc2ccccc2C(F)(F)F)CCN(C(=O)c2cc(C(C)=O)n[nH]2)CC1,-7,-20,89,-10,0,-3,-1.2,94,-33
